Source: PubChem
CCHFV vOTU inh – CCHFV vOTU protease inhibitors, primary screen, biochemical, Pep-AMC substrate, fluorescence; Crimean-Congo hemorrhagic fever virus L polyprotein viral ovarian tumor (vOTU) protease …; hit rate 0.55% among 370,000; inhibition, % at 11.5 µM; in the data active = inhibition above about 30%; also: 0% = vehicle wells with enzyme and 100% = no enzyme wells
BoNT F protease – BoNT/F light chain protease inhibitors, primary screen, biochemical, flow cytometry, MLPCN library. Botulinum neurotoxin type F light chain protease (Clostridium botulinum). Multiplex microsphere protease cleavage assay. inhibition, % at 10 µM. hit rate 0.22% among 360,000. AID 588497, 2011; in the data active = inhibition above about 35%, passing the limit was not always enough; inconclusive = no clear call, values can overlap the other calls; also: plate controls were buffer without enzyme for full effect and enzyme alone for no effect
BoNT-A LC inh2 – BoNT/A light chain protease inhibitors, primary screen, biochemical, flow cytometry, MLPCN library; multiplex microsphere protease substrate cleavage; AID 588499, 2011; inhibition, % at 10 µM; Botulinum neurotoxin type A light chain protease (Clostridium botulinum A str. ATCC 3502); hit rate 0.17% among 360,000; also: plate controls were buffer without enzyme for full effect and enzyme alone for no effect
MazF activator – activators of E. coli MazEF toxin-antitoxin RNase, primary screen, biochemical, fluorescence, uHTS; FAM/BHQ RNA-DNA oligo cleavage fluorescence, 5 h; activation, % at 20 µM; hit rate 0.32% among 350,000; Endoribonuclease toxin MazF (Escherichia coli (strain K12)), P0AE70; AID 504720, 2011; in the data active = activation above about 50%
Target sequence (P0AE70 whole entry, looked up): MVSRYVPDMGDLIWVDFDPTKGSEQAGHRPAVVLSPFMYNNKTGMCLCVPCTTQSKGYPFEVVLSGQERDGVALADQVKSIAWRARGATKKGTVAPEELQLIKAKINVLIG
SARS 3CLpro inh – SARS-CoV 3CLpro protease inhibitors, primary screen, biochemical, quenched FRET; Replicase polyprotein 1ab (Severe acute respiratory syndrome coronavirus), P0C6X7; recombinant SARS-CoV 3CLpro, quenched FRET peptide cleavage; inhibition, % at 6 µM; hit rate 0.14% among 290,000; in the data active = inhibition above about 12%
VHR inh abs – VHR1 phosphatase inhibitors, primary screen, biochemical, absorbance, uHTS. recombinant VHR phosphatase, pNPP absorbance. Dual specificity protein phosphatase 3 (Homo sapiens), P51452. hit rate 0.52% among 290,000. AID 1654, 2009. inhibition, % at 13.3 µM; in the data active = inhibition above about 50%; also: some compounds called inactive have numbers as strong as hits
Target sequence (P51452 whole entry, looked up): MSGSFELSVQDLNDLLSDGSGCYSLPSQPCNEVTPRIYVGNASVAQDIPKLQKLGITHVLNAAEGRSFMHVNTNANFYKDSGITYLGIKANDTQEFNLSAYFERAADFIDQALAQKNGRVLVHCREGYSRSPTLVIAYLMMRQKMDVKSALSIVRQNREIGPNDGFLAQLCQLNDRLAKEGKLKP
PriA SSB inh – inhibitors of Klebsiella pneumoniae PriA binding to SSB C-terminal tail, primary screen, biochemical, AlphaScreen. AlphaScreen SSBct-PriA binding, biotinylated peptide. hit rate 0.6% among 430,000. AID 1272365, 2023. PriA–SSB C-terminal tail interaction (Klebsiella pneumoniae). inhibition, % at 33 µM; in the data active = inhibition mostly above about 37%, no sharp cut-off; inactive = mostly below about 20%;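 also: plate controls were negative control peptide for no effect and reference peptide for full effect; strong numbers were not always called active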
Anthrax LF inh2 – Bacillus anthracis LF protease inhibitors, primary screen, biochemical, multiplex microsphere, MLPCN library; multiplex microsphere protease cleavage assay; inhibition, % at 10 µM; hit rate 0.12% among 360,000; also: plate controls were buffer without enzyme for full effect and enzyme alone for no effect
PrPC surface inh – inhibitors of human cell surface prion protein PrPC, primary screen, cell-based, TR-FRET. Major prion protein (Homo sapiens), P04156. AID 720596, 2013. hit rate 0.43% among 370,000. inhibition, % at 13.8 µM. TR-FRET read-out; in the data active = inhibition above about 24%; also: 0% = median of the test wells and 100% = reference compound wells
Rv3671c protease – Rv3671c serine protease inhibitors, primary screen, biochemical, fluorescence polarization, M. tuberculosis H37Rv; inhibition, % at 5.96 µM; AID 2606, 2010; P9WHR9; hit rate 0.048% among 320,000; in the data active = inhibition above about 38%;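 also: extracellular domain of Rv3671c used as enzyme; 0% = enzyme with DMSO and 100% = no enzyme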
Target sequence (P9WHR9 whole entry, looked up, the tested form may be a part): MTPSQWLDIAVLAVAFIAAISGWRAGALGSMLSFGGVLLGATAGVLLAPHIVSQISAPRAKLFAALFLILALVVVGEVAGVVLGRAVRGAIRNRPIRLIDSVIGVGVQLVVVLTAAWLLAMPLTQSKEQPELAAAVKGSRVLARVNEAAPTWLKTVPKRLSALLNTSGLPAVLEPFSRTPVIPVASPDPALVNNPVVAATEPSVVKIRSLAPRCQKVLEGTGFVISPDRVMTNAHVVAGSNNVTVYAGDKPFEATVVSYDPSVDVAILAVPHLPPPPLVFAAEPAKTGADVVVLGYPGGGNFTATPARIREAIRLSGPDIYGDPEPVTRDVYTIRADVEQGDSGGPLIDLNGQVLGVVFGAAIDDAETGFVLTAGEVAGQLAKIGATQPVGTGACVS
Starred values were filed as active, the others as inactive; ? = inconclusive; / = not tested or not shown. Rule as the data show it, unless noted: active = inhibition above about 30%; inconclusive = no clear call, values can overlap the other calls; inactive = below that. The list is partial; the hit share may differ from the screen's.

SMILES	CCHFV vOTU inh	BoNT F protease	BoNT-A LC inh2	MazF activator	SARS 3CLpro inh	VHR inh abs	PriA SSB inh	Anthrax LF inh2	PrPC surface inh	Rv3671c protease
CC(=O)c1ccc(NC(=O)c2c(C)nn(-c3ccccc3)c2Cl)cc1	2	-1	0.2	-2	2	10	-5	-2	9	-12
COc1ccc(S(=O)(=O)N(C)CC(=O)N2CCN(C)CC2)cc1Cl	3	4	0.6	-2	2	53*	-5	-2	-5	4
O=C(Nc1ccc(N2CCCC2)cc1)c1cc2ccccc2o1	5	?	-2.1	3	2	17	39	-2	-6	2
O=C(NCCO)c1cccc(Nc2nc(-c3ccccc3)c3cc(Cl)ccc3n2)c1	-4	-4	0.7	-11	-3	1	3	6	-4	-28
O=c1[nH]c2cc3c(cc2cc1C(c1nnnn1CC1CCCO1)N1CCCCCC1)OCCO3 (centres undefined)	-15	-6	-3.9	-5	0	-2	-11	1	-2	1
Cc1ccc(S(=O)(=O)Cc2ccc(C(=O)NC3CCCCCC3)o2)cc1	-2	6	-0.8	-4	2	2	-11	-2	7	8
COc1cc(/C=N/NC(=O)NC2CCCCC2)cc(OC)c1O	-11	-6	-0.9	1	1	5	/	-2	1	3
Cc1cc(Cl)cc(C)c1OCC(=O)NC1CCCCCC1	5	-10	0.1	6	/	/	-6	0	-1	-5
CC1CCCCN1C(=O)c1cc(S(=O)(=O)N2CCCCC2)c[nH]1 (centres undefined)	4	1	0.6	0	6	13	2	6	1	-6
O=c1cccccc1NN=C1CCCCCC1	0	?	-4.2	7	-1	4	-14	-18	-6	2
O=C(c1ccc(S(=O)(=O)N2CCOCC2)cc1)N1CCc2ccccc21	8	13	1.8	10	-7	17	2	-4	3	2
N#Cc1nc(-c2ccc(Cl)cc2)oc1NCC1CCCO1 (centres undefined)	-90	7	-0.3	-11	0	29	-5	-3	2	-1
CN(C)S(=O)(=O)c1cc(NC(=O)CN2CCOCC2)ccc1Cl	10	2	0.3	1	0	9	0	2	7	3
CCOC(=O)N1CCC(NC(=O)CN2C(=O)C(CC)Oc3ccc(C)cc32)CC1 (centres undefined)	-4	1	0.5	12	-1	2	-3	-2	4	-2
Cc1cc(C)n2nc(SCC(=O)c3ccccc3)nc2n1	0	-10	-0.1	2	-2	18	-1	-2	-1	3
COc1ccccc1C(=O)N(C1=NC(C)CS1)c1ccc(Cl)cc1 (centres undefined)	13	1	-1.0	-9	4	32	-24	-1	3	4
O=C(C=Cc1cccc(O)c1)c1ccccc1O	2	6	0.3	-10	/	/	-4	0	-1	/
COc1ccccc1OCc1nnc(SCC(=O)N2CCCCC2)o1	-2	3	-1.1	-1	-4	11	-9	-1	-5	/
CCCn1c(N)c(C(=O)CSc2nnc(C3CC3)n2Cc2ccccc2)c(=O)[nH]c1=O	6	34	1.3	11	5	8	-11	2	-9	-5
CCOc1ccc(N(CC(=O)NCc2ccco2)C(=O)CCC(=O)Nc2nccs2)cc1	7	-2	-1.3	8	3	26	-3	-2	-3	8
CCN(CC)c1ccc(/C=N/NC(=O)CNC(=O)C2COc3ccccc3O2)c(O)c1 (centres undefined)	25	0	2.7	-5	0	6	/	3	8	7
Cc1nc(SCc2ccccc2C#N)n[nH]1	-7	4	0.8	12	3	9	-22	18	-4	1
Cc1oc(-c2ccoc2)nc1CN(CC1CCC(=O)N1)C(C)C (centres undefined)	18	-6	-0.1	7	-3	25	-9	-1	3	-4
COc1ccc(C2c3c(n[nH]c3C)CC(C)(O)C2C(C)=O)cc1OC (centres undefined)	-7	3	-0.3	3	-2	14	-7	-2	7	2
Cc1ccc(-c2cn3cccnc3n2)cc1NC(=O)c1ccc(Br)o1	-215	-6	-3.0	4	-1	13	-3	-5	-10	0

The last 2 compounds of the part before come first, to join the parts.
SMILES	CCHFV vOTU inh	BoNT F protease	BoNT-A LC inh2	MazF activator	SARS 3CLpro inh	VHR inh abs	PriA SSB inh	Anthrax LF inh2	PrPC surface inh	Rv3671c protease
COc1ccc(C2c3c(n[nH]c3C)CC(C)(O)C2C(C)=O)cc1OC (centres undefined)	-7	3	-0.3	3	-2	14	-7	-2	7	2
Cc1ccc(-c2cn3cccnc3n2)cc1NC(=O)c1ccc(Br)o1	-215	-6	-3.0	4	-1	13	-3	-5	-10	0
CCOC(=O)N1CCN(C(=O)CN(c2ccc(OCc3ccccc3)cc2)S(C)(=O)=O)CC1	-6	4	?	-2	-5	6	-13	0	-2	5
CC(C)NC(=O)c1cc(-n2cnnc2)ccc1Cl	9	6	2.0	1	7	20	4	1	-2	-2
CC(C)Nc1ncnc2c1ncn2[C@H]1CN(Cc2cccnc2)C[C@@H](CO)O1	2	0	-0.2	/	/	/	/	-6	1	/
CCc1nc2c(OCCn3cccc3)cccn2c1N(C)C(=O)c1cccs1	3	1	-0.5	/	/	/	/	-4	1	/
CC(NC(=O)c1cc2ccccc2o1)C(=O)O (centres undefined)	3	-15	0.1	-5	-2	10	-8	-4	-1	3
COC(=O)CCC(=O)CN	1	-9	-0.2	-5	-6	5	-5	-4	-2	-2
O=C(Nc1nc(-c2ccc(Cl)s2)cs1)c1ccccc1	17	-6	0.1	-11	-3	-42	-14	-1	2	-34
N#CC1=C(SCc2ccccc2)NC(=O)CC1c1ccco1 (centres undefined)	-3	-2	-0.1	0	-1	26	-10	-5	4	2
COc1cccc(CNC(=O)c2ccc(COc3ccccc3)cc2)c1	5	10	-2.4	-1	-2	10	-6	2	-1	-5
N#CCCN(C(=O)COC(=O)c1ccc2c(=O)n3c(nc2c1)CCC3)c1ccc(F)cc1	-3	1	-0.6	-18	3	2	-1	-6	-2	4
CC(=O)c1ccc(N(CC(=O)NC2CCCC2)C(=O)CNC(=O)c2cccs2)cc1	3	-8	-1.2	3	0	-10	3	3	-3	-8
CCCCSc1oc(-c2ccco2)nc1S(=O)(=O)c1ccccc1	10	-2	0.3	0	2	33	-19	-1	-7	-11
Cc1cccc(NC(=O)[C@H](Cc2ccccc2)NC(=O)OCc2ccccc2)c1	7	0	0.8	4	2	0	-12	0	3	23
C[C@H]1COC(=O)[C@@H](Cc2ccc(F)cc2)C/C=C\C[C@@H](CC(=O)N[C@@H](CO)Cc2ccccc2)C(=O)N1	10	-7	-0.8	-1	/	/	-10	-14	8	-4
Cc1ccc(S(=O)(=O)Nc2ccc(N3CCOCC3)cc2)cc1C	5	8	-4.2	-5	-2	25	-7	12	-5	-4
O=C(NNC(=O)C12CC3CC(CC(C3)C1)C2)c1ccccc1O	14	0	-1.4	11	/	/	-10	-1	3	1
CCCCCCCCCCC(=O)Nc1cccnc1	0	/	/	/	4	15	/	/	7	-10
O=C(COC(=O)c1ccccc1)NC1CCCCCC1	-4	-3	0.4	-9	/	/	-6	-5	-2	0
O=c1c(Sc2ccccc2)c(C(F)(F)F)[nH]n1-c1ccccc1	4	7	?	6	8	-24	-12	?	4	10
COCCCOc1cc(NCc2ccccc2)c2ncn(C(C)C)c2c1	7	-6	-0.3	10	/	/	22	-9	-3	8
O=C(NCc1ccccc1)C1CCC(CNc2c(N3CCCCC3)c(=O)c2=O)CC1 (centres undefined)	9	-4	0.0	14	-1	8	-1	-3	6	9
CC1(C)CC(=O)c2c(oc3cc(O)c(O)cc23)C1	0	-3	-2.3	2	-1	45	-5	-1	2	0
Cc1ccc(OCc2nnc(SCC(=O)Nc3ccc4c(c3)OCO4)n2C)cc1	-1	-14	-8.1	4	-3	1	-8	-6	8	-1
O=C(Nc1cccc(S(=O)(=O)Nc2ccccc2F)c1)c1ccc2ccccc2n1	12	11	1.2	2	-2	36	-1	-6	4	-37
COc1ccccc1N1C(=O)N(C(C)=O)C2C1Nc1ccccc1N2C (centres undefined)	29	-33	6.2	-7	5	2	14	-10	-8	5

Overlap with the part before: 2 entries, followed by the next part.
SMILES	CCHFV vOTU inh	BoNT F protease	BoNT-A LC inh2	MazF activator	SARS 3CLpro inh	VHR inh abs	PriA SSB inh	Anthrax LF inh2	PrPC surface inh	Rv3671c protease
O=C(Nc1cccc(S(=O)(=O)Nc2ccccc2F)c1)c1ccc2ccccc2n1	12	11	1.2	2	-2	36	-1	-6	4	-37
COc1ccccc1N1C(=O)N(C(C)=O)C2C1Nc1ccccc1N2C (centres undefined)	29	-33	6.2	-7	5	2	14	-10	-8	5
Cc1ccc(CNC(=O)CCC2CCCN(C(=O)c3ccc4c(c3)OCO4)C2)o1 (centres undefined)	-2	-6	-0.2	5	-7	-17	-7	-5	12	7
COc1ccccc1N(CC(=O)Nc1ccc(Br)cc1F)S(=O)(=O)c1cccs1	4	/	/	-1	/	/	-4	/	-5	/
CCCCN(C(=O)C1CCCO1)c1c(N)n(CC(C)C)c(=O)[nH]c1=O (centres undefined)	6	-3	1.1	1	/	/	3	-8	4	-4
Cc1ccc(S(=O)(=O)NC(CC(C)C)C(=O)N2CCCCCCC2)cc1 (centres undefined)	-2	8	2.5	5	/	/	0	3	0	-4
CCN(CC)C(=O)N1CCN(C(=O)N2CCOCC2)CC1	1	-7	-0.2	3	2	14	-3	2	6	1
CSc1ccccc1OCc1cc(C(=O)N(C)C(C)c2ccccn2)no1 (centres undefined)	-6	-7	-0.4	-2	0	34	-2	2	-2	/
O=S(=O)(O)c1nc2ccccc2n1Cc1ccc(Cl)cc1	11	-2	0.5	10	5	4	-3	-2	-2	4
Cc1ccc(CNC(=S)NC2CCCCC2)cc1	-12	6	1.3	3	1	11	-11	-3	7	/
N#CC(Cc1cccs1)c1nc2ccccc2[nH]1 (centres undefined)	10	-2	-0.7	7	/	/	/	-8	7	/
Cc1ccc(CNC(=O)C2CC(c3ccccc3[N+](=O)[O-])=NO2)o1 (centres undefined)	-2	-2	-0.4	5	1	20	-1	-8	-16	-3
COc1cccc(N2CCN(C(=O)c3cc(-c4ccccc4)nc4c3cnn4C(C)C)CC2)c1	19	-1	5.5	2	/	/	0	1	3	5
COc1ccc([C@H]2CC(=O)C=C(c3cc(Br)ccc3OC)C2)cc1	-6	-4	-0.8	6	/	/	-29	1	0	-4
COc1cc(C2NC(=S)NC(c3ccccc3)=C2C(C)=O)ccc1O (centres undefined)	17	-5	-0.1	0	-5	22	6	-5	-7	-8
COc1ccc(/C=C/C(=O)NCCOc2ccc(C)cc2)cc1	12	-7	-0.1	-4	2	8	-31	0	1	-4
CC(C)(C)n1nnnc1C(CCc1ccccc1)N1CCN(C/C=C/c2ccccc2)CC1 (centres undefined)	13	-2	-0.1	/	/	/	/	10	5	/
C[C@@H](CN1C2=NC[C@H](C)N2C[C@H]1Cc1ccc(O)cc1)NC(=O)CCC1CCCCC1	-5	-12	-0.2	8	-1	10	-35	-2	3	5
CCN(CC)C(=S)NCCc1ccccc1	-8	4	0.3	-1	4	4	-7	2	-6	0
CC(=O)NC(Cc1ccc(F)cc1)C(=O)NC1CCN(C(=O)NCc2ccccc2)CC1 (centres undefined)	10	8	-0.2	3	-3	-23	-10	-5	2	-7
Cc1ccc(-c2nnc(SCC(C)C)n2C)cc1	14	-5	-0.7	-1	4	27	-1	1	-1	-6
CC(=O)c1cccc(NC(=O)C(C)OC(=O)c2cc(C)oc2C)c1 (centres undefined)	3	14	2.4	-2	/	/	-1	-1	0	/
NC(=O)C(CC(=O)O)NC(=O)[C@@H]1CCOc2c(I)cc([N+](=O)[O-])cc2C(=O)N[C@@H](CCC(=O)O)C(=O)N[C@@H](CO)C(=O)N1 (some centres undefined)	/	/	/	0	-3	-4	1	/	/	4
